Source: PubChem
sdo1 growth – compounds rescuing growth of sdo1-depleted yeast, bone marrow failure model. S. cerevisiae sdo1-depleted JHY4D growth rescue, OD600 30 h; stronger effect = higher value; pdr5 snq2 efflux-pump mutant strain. z-score at 10 µM. hit rate 0.21% among 140,000;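 active = z-score above 3 at both the 24 hr and the 30 hr optical density reads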;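 note: z-score against mean and SD of all compound wells on the same plate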
INS promoter inh – TRM-6 insulin promoter activity inhibition; inhibition, % at 2 µM; TRM-6 cells (human fetal islet line), insulin promoter-eGFP reporter, imaging; reporter expression induced with tamoxifen; hit rate 0.9% among 130,000;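 active = inhibition above the mean plus 3 SD, with well images judged a real hit on visual review, cut at about 60% in these data, passing the limit was not always enough; inconclusive = inhibition over the cutoff but images rejected on review; inactive = inhibition not above the cutoff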
sdo1 growth Rescue 24 h – further read-out of sdo1 growth, marked with its call; z-score; S. cerevisiae sdo1-depleted JHY4D growth rescue, OD600; measured here: growth rescue at 24 h;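 0 is the plate mean of compound wells and units are plate SD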
* = called active by the depositor; i = inactive; ? = inconclusive; . = not tested or not shown; [ ] = another dose, or the depositor's remark.

sdo1 growth,sdo1 growth Rescue 24 h,INS promoter inh,molecule
0.48,1.04,22.7,C#CCOCCOCCOCCNc1nc(N2CCN(C(=O)[C@H]([C@@H](C)CC)n3cc(CCC(=O)O)nn3)CC2)nc(N2CCN(C(=O)[C@H](C)n3cc(CCCN=C(N)N)nn3)CC2)n1
-0.63,-1.01,2.9,CCN(CCNC(=O)CN(C)S(=O)(=O)c1cccc2nsnc12)c1ccccc1
.,.,44.4,CC(C)(C)c1ccc(OC(=O)c2ccc(-n3cncn3)nc2)cc1
.,.,-14.3,Cc1ccc(NC(=O)Nc2cccc([N+](=O)[O-])c2)nc1
.,.,22.2,COc1ccc(CNC(=O)CCc2nc3cc(S(=O)(=O)N(C)C)ccc3n2C)cc1OC
-0.99,0.34,3.3,CC(CCc1ccccc1)NS(=O)(=O)c1ccccc1 (stereo not drawn)
-0.15,-0.21,-128.6,CC(C)Cn1c(-c2ccccc2)nc(=S)c2c1CCCC2
-1.9,-1.02,.,CCC1(C)Cc2c(sc3nnn(CC(=O)Nc4cccc5ccccc45)c(=O)c23)CO1 (stereo not drawn)
0.44,-0.15,.,O=C(Cn1cc2c(n1)CCCC2)NCC1CCCO1 (stereo not drawn)
.,.,-6.7,CC1=C(C(=O)NC(C)CCc2ccccc2)C2(CCC(C)CC2)OC1=O (stereo not drawn)
-0.38,-1.05,13.2,O=C(CCS(=O)(=O)c1cccc2nsnc12)NCc1ccccc1
.,.,38.9,COc1ccccc1NC(=O)/C=C/c1ccc(OC)c(S(=O)(=O)N2CCOCC2)c1
-0.72,-0.59,.,Oc1ccccc1-c1nnc(COc2ccccc2)o1
0.65,0.09,-10.8,Cn1[nH]c(=O)c(Cl)c(Cl)c1=O
0.21,-0.07,.,C/C(=N\NC(=O)c1ccccc1)c1cc2cc([N+](=O)[O-])ccc2oc1=O
0.71,0.03,38.5,Cc1[nH]n(C(C)(C)C)c(=O)c1Sc1ccccc1
0.88,1.25,-29.2,Cc1ccc(NC(=S)NCCO)c(C)c1
0.25,0.24,-30.0,COc1ccc(NCC(=O)N/N=C/C=C\c2ccccc2)cc1
-0.45,-0.77,.,Cc1ccc(C(=O)/C=C/Nc2cccc(O)c2)cc1
-1.54,0.25,61.1,Cc1ccc(N2CCN(CC(O)COC3CCCCC3)CC2)cc1 (stereo not drawn)
-0.1,-0.21,7.4,O=C(CC(=O)NC1CCCCC1)N/N=C/c1ccccc1Cl
.,.,0.0,CC1(C)C2CCC1(C)C(NC(=O)/C=C/c1ccccc1)C2 (stereo not drawn)
-0.93,-1.1,39.5,O=S(=O)(c1ccc(NC2CCCCC2)cc1)N1CCOCC1
0.83,0.51,53.3,CC(C)N1C(=O)S/C(=C/c2cccnc2)C1=O
.,.,-1.3,Cc1cc(=O)[nH]c(/N=C(/NC(=O)c2ccccc2)Nc2ccc3c(c2)OCCO3)n1

Profiles as entered above. Values in the order: sdo1 growth, sdo1 growth Rescue 24 h, INS promoter inh
`O=C(CCS(=O)(=O)c1cccc2nsnc12)NCc1ccccc1` across the screens: -0.38, -1.05, 13.2
`COc1ccc(NCC(=O)N/N=C/C=C\c2ccccc2)cc1` across the screens: 0.25, 0.24, -30.0
`CC1=C(C(=O)NC(C)CCc2ccccc2)C2(CCC(C)CC2)OC1=O` (stereo not drawn) across the screens: ., ., -6.7
`C/C(=N\NC(=O)c1ccccc1)c1cc2cc([N+](=O)[O-])ccc2oc1=O` across the screens: 0.21, -0.07, .
`Cn1[nH]c(=O)c(Cl)c(Cl)c1=O` across the screens: 0.65, 0.09, -10.8

More entries follow.
sdo1 growth,sdo1 growth Rescue 24 h,INS promoter inh,molecule
-1.58,-0.47,.,CC(=O)c1c(C)n(-c2ccc(N(C)C)cc2)c2ccc(OCC(N)=O)cc12
-0.07,-0.22,8.3,COc1ccc(OCC(=O)N2CC3(C)CC2CC(C)(C)C3)cc1 (stereo not drawn)
-0.53,-0.83,-12.7,COc1ccc(Nc2nnc(C)c(=O)[nH]2)cc1
-0.21,0.42,42.9,CCc1nccn1-c1cc(C(C)(C)C)nc2c(-c3ccc(Cl)cc3)cnn12
.,.,-62.5,CC1CCN(C(=O)C2CCN(S(=O)(=O)c3cccc4nsnc34)CC2)CC1
-1.23,-0.5,17.1,Cc1nc2c(C(=O)NCc3cccs3)cnn2c(C)c1Cc1ccc(F)cc1
-0.35,0.1,50.0,COc1ccc2cc(/C=N/NC(=O)c3ccc(CN(c4ccc(C)c(C)c4)S(C)(=O)=O)cc3)c(Cl)nc2c1
1.6,1.53,.,CC(=O)NCCc1nc2ccccc2n1Cc1ccccc1
-1.83,-1.18,-57.7,Cc1ccc(OCCN2CCCCCC2)c(C)c1
-1.44,-0.21,-9.1,Cc1ccc(CNC(=O)Cc2csc(Nc3nc(=S)[nH]c4ccccc34)n2)cc1
-1.4,-1.3,-8.1,Cc1ccc(S(=O)(=O)NCC23C=CC(O2)C2C(=O)N(c4ccccc4)C(=O)C23)cc1 (stereo not drawn)
0.06,-0.9,-11.4,CCC(=O)Nc1ccc(N2CCCCC2)cc1
0.5,0.62,26.9,Cc1cc(C)cc(NS(=O)(=O)c2ccc3c(c2)c(=O)n(C)c(=O)n3C)c1
1.65,2.21,14.7,COc1cccc2c(SCC(=O)N/N=C/c3ccccc3)cc(C)nc12
1.1,0.64,.,CNC(=O)CN1C(=O)CSc2ncccc21
-0.99,-1.21,-46.1,O=C(COc1ccccc1)NC(=S)N1CCc2ccccc21
-0.55,-0.23,16.2,Cc1ccccc1N/C(=C(/C(Cl)=C(Cl)Cl)[N+](=O)[O-])n1nnc2ccccc21
.,.,0.0,O=C(CCNC(=O)Cn1cnc2ccccc2c1=O)NCC1CCCO1 (stereo not drawn)
0.14,-0.03,30.8,CCCCCCOc1ccc(C(=O)n2cnc(N)n2)cc1
.,.,5.0,Cc1ccccc1OCCNc1cc(N2CCNCC2)ccc1[N+](=O)[O-]
-0.72,-0.02,13.3,CCc1cc2c3c(c1)C(C)CC(C)(C)N3C(=O)C2=O (stereo not drawn)
-0.87,-0.9,i,O=C(Nc1ccc(Cl)cc1)c1ccc2c(c1)OCO2
-2.29,-1.99,.,CNC(=S)Nc1ccc(C23CC4CC(CC(C4)C2)C3)cc1
-0.19,-0.58,-100.0,CCCc1[nH]nc2c1C(c1ccc(OC(=O)N3CCOCC3)c(OC)c1)C(C#N)=C(N)O2 (stereo not drawn)
0.91,0.87,.,CCn1c(SCc2nc3ccccc3nc2C)nnc1-c1cccs1

Limited to sdo1 growth Rescue 24 h and INS promoter inh, for 3 of the compounds above:
SMILES | sdo1 growth Rescue 24 h | INS promoter inh
CC(C)N1C(=O)S/C(=C/c2cccnc2)C1=O | 0.51 | 53.3
Cc1cc(=O)[nH]c(/N=C(/NC(=O)c2ccccc2)Nc2ccc3c(c2)OCCO3)n1 | . | -1.3
CC(=O)c1c(C)n(-c2ccc(N(C)C)cc2)c2ccc(OCC(N)=O)cc12 | -0.47 | .

(listing goes on)
sdo1 growth,sdo1 growth Rescue 24 h,INS promoter inh,molecule
-0.39,0.05,.,CSc1nc(Cl)c(Cc2ccc(OC(C)C)cc2)c(N2CCOCC2)n1
0.37,0.03,-33.3,CC(C)CN(CC(C)C)CC(O)COc1ccccc1Br (stereo not drawn)
1.08,0.63,-8.1,COC(=O)C1CCN(C(=O)CN2C(=O)NC(CCc3ccccc3)C2=O)CC1 (stereo not drawn)
-0.14,-0.98,15.6,N#Cc1cc2c(=O)n3ccccc3nc2n(CCCN2CCOCC2)c1=O
-0.31,-0.15,24.0,CCOC(=O)c1c(C)n(C)c2ccc(OCC(O)Cn3nc(C)cc3C)cc12 (stereo not drawn)
-0.01,-0.09,.,Cc1ccc(NC(=O)NC(=O)N(c2ccccc2)S(C)(=O)=O)cc1
0.64,0.07,.,COc1ccc(-c2nn(-c3ccccc3)cc2/C=N/NC(=O)c2ccc3c(c2)OCO3)cc1
1.18,1.12,-43.2,COc1ccc(CN(C(=O)c2ccccc2OC)C2CCS(=O)(=O)C2)cc1 (stereo not drawn)
-1.4,-0.71,.,COc1ccc(Nc2nc(-c3cccc([N+](=O)[O-])c3)nc3ccccc23)c(OC)c1
0.89,-0.1,18.8,COc1ccc(S(=O)(=O)N2CCOC2CNC(=O)C(=O)NCCc2ccc(OC)c(OC)c2)cc1 (stereo not drawn)
.,.,21.4,Cc1c(Cc2ccccc2)sc(NC(=O)C(C)(C)C)c1C(N)=O
0.11,0.37,.,Cc1ccc(S(=O)(=O)NCc2ccc3c(c2)cc(C)n3C)cc1
.,.,19.1,C/[N+]([O-])=C/c1c(OCc2ccc(Cl)cc2Cl)ccc2ccccc12
0.35,-0.28,-16.7,N#Cc1c[nH]n2c(=O)c3c(nc12)CCCC3
1.27,0.69,0.0,Cc1cc(NC(=O)CSc2nccn2-c2ccc(Cl)cc2)no1
0.46,0.22,-3.6,Cc1cccc(-n2nc(C(=O)Nc3ccccc3)n3c(=O)cc(-c4ccccc4)nc23)c1
-1.44,-1.39,.,O=C(NC1CC2CCCC(C1)N2S(=O)(=O)c1ccccc1)c1ccccc1 (stereo not drawn)
.,.,22.2,O=C(O)/C=C/c1cn(Cc2ccccc2)nc1-c1ccc(Cl)cc1
-1.82,-0.55,-354.6,COc1cccc2c1C(=O)c1c(O)c3c(c(O)c1C2=O)C[C@@](O)(C(=O)CO)C[C@@H]3O[C@H]1C[C@H](N)[C@H](O)[C@H](C)O1
0.08,0.27,.,Cc1[nH]n(-c2ccccc2)c(=O)c1N=Nc1cccc(S(=O)(=O)N2CCOCC2)c1
-2.06,-1.64,.,O=C(CCN1C(=O)/C(=C/c2cccs2)SC1=S)NC1=NCCS1
-0.2,-0.41,.,Cc1ccc(S(=O)(=O)NCC(=O)N(CC(=O)NCC2CCCO2)Cc2ccccc2)cc1 (stereo not drawn)
.,.,6.7,COc1cc(/C=C(/Sc2nnc(-c3ccc(F)cc3)o2)C(=O)O)ccc1OC(F)F
-0.73,-0.79,.,Cc1ccccc1NC(=O)c1cccc2nccnc12
0.62,0.24,41.9,Cc1cccc(C)c1NC(=S)N1CCC(N(C)CC2CCCO2)CC1 (stereo not drawn)
-0.98,-0.65,.,CCOc1ccc(C(c2c(NC(=O)c3ccccc3)sc(C)c2C)N2CCN(C)CC2)cc1 (stereo not drawn)
0.91,-0.14,-41.2,COc1cccc(OC)c1C(=O)Nc1nnc(C(C)C)s1
-0.31,2.2,33.3,COC(=O)c1cccc(S(=O)(=O)N2CCCCC2)c1
0.8,-0.11,.,COc1ccc(CNC(=O)c2cnc3cc(C)ccn3c2=O)cc1
1.39,-0.14,-233.3,CCN1CCS/C1=C/C=C/C1=[N+](CC)CCS1
-1.18,-0.85,.,COc1ccc2cc(C(c3nnnn3CCc3ccccc3)N3CCCC(C)C3)c(=O)[nH]c2c1 (stereo not drawn)
-0.66,1.53,21.4,COc1cc2[nH]c(=O)n(C3CCCCC3)c(=O)c2cc1OC
0.58,-0.29,?,Cn1c(=O)c2c(nc(CN3CCOCC3)n2CCCc2ccccc2)n(C)c1=O
0.62,0.21,29.0,O=C1C2C3C=CC(C3)C2C(=O)N1Cc1cccnc1 (stereo not drawn)
-2.56,-1.63,-15.4,CC1=C/C(=N\OS(=O)(=O)c2ccccc2)C=CC1=O
-0.34,2.02,-22.2,Cc1nn2c3c(cnc2c1-c1ccccc1)C(=O)CC(c1ccccc1)C3 (stereo not drawn)
1.6,1.84,12.5,COC(=O)CCC(=O)Nc1ccc(OC)cc1
-1.18,-0.88,.,[2H]c1c([2H])c([2H])c(C(=O)c2sc(N3CCCCCC3)nc2-c2ccccc2)c([2H])c1[2H]
0.36,0.97,-25.0,O=C(NC1CC1)c1ccc(-c2nc3ccccc3s2)s1
-0.18,1.56,-64.3,CSc1ccc(-c2c(C#N)c(N)nc3c2c(C)nn3-c2ccccc2)cc1
.,.,-233.3,COC(=O)c1ccc2nc(-c3ccc(S(C)(=O)=O)cc3)cn2c1
-0.46,-1.35,9.7,CCOC(=O)C(C(=O)Nc1ccccc1)C1CCCCC1 (stereo not drawn)
0.86,0.8,25.0,CCCNC(=O)CSc1nnc(C)s1
0.28,0.11,56.2,CC(=O)Oc1ccccc1C1OCCN1C(C)=O (stereo not drawn)
.,.,25.9,CC1Cc2ccccc2N1C(=O)CSc1nccc(=O)[nH]1 (stereo not drawn)
1.49,1.64,0.0,CC(C)(C)SCCNS(=O)(=O)c1ccccc1
0.9,0.81,-143.2,CCC(=O)Nc1nnc(CCc2ccccc2)s1
-1.33,-0.62,-28.6,O=c1[nH]cc(F)c(=O)[nH]1
-1.1,0.24,50.0,CC1(C)Cc2c(sc3nc(SCC(=O)NCc4ccccc4)n(-c4ccccc4)c(=O)c23)CS1
1.31[15 µM],1.11,41.9,OCCOCCNc1ncnc2c1cnn2-c1ccccc1

Further entries follow:
sdo1 growth,sdo1 growth Rescue 24 h,INS promoter inh,molecule
2.58,2.66,-32.0,CCOC(=O)/C(C#N)=C\N(C)C
.,.,76.9*,O=C(CCCOc1ccccc1)Nc1cccc([N+](=O)[O-])c1
0.39,0.11,30.2,CC(CN1CCOCC1)OC(=O)C(c1ccccc1)c1ccccc1 (stereo not drawn)
1.29,1.63,-4.3,O=C(/C=C/c1ccc(Cl)cc1)N1CCN(c2ncccn2)CC1
-0.18,-0.83,-28.6,COc1ccc(C2C(C(=O)NCc3cccnc3)c3ccccc3C(=O)N2C)cc1OC (stereo not drawn)
-0.83,-1.49,3.3,COc1ccccc1CCNC(=O)C(=O)NCC1OCCN1S(=O)(=O)c1ccc(Br)cc1 (stereo not drawn)

Some of the entries above, set out differently.
canonical_smiles	sdo1 growth	sdo1 growth Rescue 24 h	INS promoter inh
CC(CN1CCOCC1)OC(=O)C(c1ccccc1)c1ccccc1 (stereo not drawn)	0.39	0.11	30.2
O=C(/C=C/c1ccc(Cl)cc1)N1CCN(c2ncccn2)CC1	1.29	1.63	-4.3
COc1ccc(C2C(C(=O)NCc3cccnc3)c3ccccc3C(=O)N2C)cc1OC (stereo not drawn)	-0.18	-0.83	-28.6
